# mHTT-CaM PPI inh – mHTT-calmodulin interaction abrogation | P42858 | AlphaScreen His-mHTT/GST-CaM binding, luminescence | inhibition, % at 15 µM | 190,000 compounds, 3.6% hits;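 also: 0% = both proteins with DMSO and 100% = one protein alone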
# Pf apPOL inh – Pf-apPOL DNA polymerase inhibition | inhibition, % at 10 µM | 210,000 compounds, 0.25% hits | Recombinant Pf-apPOL, molecular beacon fluorescence, 1.5 h
# * = called active by the depositor; i = inactive; . = not tested or not shown; & = joins results of further samples. Rule as the data show it: active = inhibition above about 50%; inactive = the rest.
no.	SMILES	mHTT-CaM PPI inh	Pf apPOL inh
1	O=C1OC(/C=C/c2cccc([N+](=O)[O-])c2)=NC/1=C/c1cccc(Cl)c1Cl	-3	-4
2	Cc1cccc(Nc2ccccc2C(=O)O)c1C	-5	1
3	COc1ccc(C2CC(c3ccc(Cl)cc3)Nc3nnnn32)cc1 (stereo not drawn)	0&22	-2&-5
4	O=C(c1ccc(F)c(F)c1)N1CCC(CCOc2ccccc2)CC1	-25	-5
5	O=C(O)c1coc(CNC(=O)c2cocc2C(=O)O)c1	-2	-3
6	Cc1ccccc1-n1nc2c(c1NC(=O)C1CC1)CS(=O)(=O)C2	5	-3
7	O=C(NCc1nnc(SCc2cccc([N+](=O)[O-])c2)o1)c1cccc(C(F)(F)F)c1	17	1
8	CN1C(=O)Cc2cc(C(=O)N3CCN(c4ccccn4)CC3)ccc21	4	0
9	NC1=C(Nc2ccccc2)C(=O)c2ccccc2C1=O	93*	-6
10	COc1ccc(C(=O)COc2ccc3c(c2)OC(=CC2=Cc4ccccc4OC2)C3=O)cc1OC	58*	-6
11	COCCCN1COc2ccc3c(=O)c(Oc4ccc(C(=O)OC)cc4)c(C(F)(F)F)oc3c2C1	1	-2
12	CCCCOc1ccc(S(=O)(=O)NCc2ccccc2)cc1	-22	-2
13	COc1ccc(-c2cc3n(n2)CCCN(S(=O)(=O)c2ccc(NC(C)=O)cc2)C3)cc1	5	-8
14	Cc1cc(C)cc(C(=O)N2CCCC(C(=O)Nc3ccc(Cl)cc3F)C2)c1 (stereo not drawn)	-8	2
15	Cc1c(C(=O)Nc2ccccc2C(N)=O)cccc1[N+](=O)[O-]	-2	0
16	O=[N+]([O-])c1ccc(CNC(Cc2ccccc2)c2ccccc2)cc1 (stereo not drawn)	3	-7
17	Cc1[nH]c2ccccc2c1C=C1C(=O)OC2(CCCCC2)OC1=O	9	-11
18	O=C1OC(c2cc(Cl)ccc2Cl)=N/C1=C\c1cccc(F)c1	-2	4
19	CCc1cccc(Nc2ncnc3c2nc2n3CCCC2)c1	3	-3
20	CNC(=O)C[C@H]1C(=O)N(Cc2ccccc2)C[C@@H]1C	11	0
21	COc1ccc(/C=C2\C(=O)Nc3ccc(Br)cc32)cc1O	99*	-8
22	O=C(CS(=O)(=O)Cc1ccccc1)Nc1ccc2c(c1)OCO2	-9	-6
23	Fc1ccc(NN=Cc2sccc2Oc2ccccc2)c(F)c1	.	3
24	Cc1ccc2cc(NC(=O)c3cc(C)n(C)n3)ccc2n1	.	-1
25	Cc1ccccc1C(=O)Nc1ccc(-c2ccc([N+](=O)[O-])cc2)cc1	-1	2
26	CCCN1CCN(CCNC(=O)c2cc3cn(C(C)C)cc3s2)CC1	27	-1
27	COC(=O)c1cc2ccccc2oc1=O	-2	-1
28	O=C(Nc1nccs1)C1CCCCC1	-6	.
29	O=C(O)CCC(=O)OCCCc1ccccc1	-15	-5
30	O=C(NCc1ccccn1)C(=O)Nc1cccc(C(F)(F)F)c1	-2	-4
31	CC(=O)c1cccc(NC(=O)C2(c3ccccc3)CC2(Cl)Cl)c1 (stereo not drawn)	-12	9
32	CC(C)(C)c1[nH]nc2c1C(c1cccc(OCc3ccccc3)c1)C(C#N)=C(N)O2 (stereo not drawn)	15	-2
33	Cc1cccc(NC(=O)/C(=C\c2ccc3c(c2)OCO3)NC(=O)c2ccccc2Cl)c1	-1	-2
34	COCCCNC(=O)CCS(=O)(=O)Cc1ccc(F)cc1Cl	3	-17
35	CCCC(=O)NCc1ccc(-n2ccnc2C)cc1	3	0
36	CCC(CC)C(=O)Nc1c2cnn(-c3ccccc3)c2nc(=O)n1-c1ccccc1	0	-4
37	O=C1Nc2ccccc2C12CCN(S(=O)(=O)c1cccc(Cl)c1)C2 (stereo not drawn)	77*	-1
38	C=CCN1C(=O)S/C(=C/c2cn(CC(=O)N3CCOCC3)c3ccccc23)C1=O	35	-2
39	Cc1ccccc1OCCCC(=O)Nc1ccc([N+](=O)[O-])cc1Br	2	-3
40	C[C@@]12CCC=C[C@H]1[C@H](c1ccc(C(F)(F)F)cc1)N(Cc1ccccc1)C2=O	83*	-2
41	Cc1ccc(N2C(=O)CC(N3CCC(C(N)=O)CC3)C2=O)cc1 (stereo not drawn)	-13	0
42	CCNC(=O)N1CCOC(COc2cccc(OC)c2)C1 (stereo not drawn)	1	-2
43	O=C(NC1CCCCCC1)c1ccc2c(c1)nc1n2CCCC1	11	0
44	O=C(Cn1cnc2ccccc2c1=O)Nc1ccc(C(F)(F)F)cn1	4	2
45	COc1cc(CN2CCOCC2)cc2c1OCO2	-7	-1
46	N#C/C(=C\c1ccccc1Cl)c1nc(-c2ccc([N+](=O)[O-])cc2)cs1	23	-2
47	O=C1Nc2ccccc2/C1=N\N1C(=O)C2C=CC=CC2C1=O (stereo not drawn)	i	.
48	CC1CCN(c2ccc(-c3noc(CN4CCCC(C)C4)n3)cn2)CC1 (stereo not drawn)	-4	2
49	COc1ccc(N=c2oc3ccc(Br)cc3cc2C(=O)Nc2nccs2)cc1	4	-1
50	COc1cc([N+](=O)[O-])ccc1NC(=O)CCCN1C(=O)c2ccccc2C1=O	-6	-6
51	Cc1ccc(C(C)C)cc1OCCOCCN1CCOCC1	4	-10
52	CCSc1cc(C)nc2ncnn12	-12	-4
53	CC1(C)OCC2(CO1)CN(C(=O)C13CC4CC(CC(C4)C1)C3)C2	-4	-4
54	CCOc1ccccc1NC(=O)C1CC(=O)N(c2cccc(NC(C)=O)c2)C1 (stereo not drawn)	3	-2
55	Cc1cc2oc(=O)c3c(c2c2occ(-c4ccc(F)cc4)c12)CCC3	-6	4
56	NNC(=O)CCNS(=O)(=O)c1ccc([N+](=O)[O-])cc1	-2	-9
57	CCN1CCC(N2CCN(c3ccc(Cl)cc3)CC2)CC1	-3	2
58	COCc1ccc(C(=O)Nc2ccnc3ccc(Cl)cc23)o1	-4	10
59	Cc1cc(C(=O)Nc2ccc(S(=O)(=O)N3CCOCC3)cc2)ccc1[N+](=O)[O-]	9	-8
60	Cc1ccccc1CSc1nc2c(cnn2-c2ccccc2)c(=O)[nH]1	-1	-1

# Following part.
no.	SMILES	mHTT-CaM PPI inh	Pf apPOL inh
61	CCOc1ccc(NC(=O)N2CCC3(CC2)c2cccn2-c2ccc(C)cc2N3CC)cc1	52*	-3
62	COc1ccc(C)cc1NC(=O)COc1cc(C)c(Br)c(C)c1	-6	-3
63	CC(=O)c1nnn(C2CCCCC2)c1NC1CCCCC1	-19	.
64	CC(=O)Nc1c(C(=O)C2CC2)oc2ccc(Cl)cc12	-15	-1
65	Cc1ccnc(N2CCC(C(=O)NCc3ccc(Cl)cc3)CC2)n1	-3	-14
66	COCCNC(=O)C1(C)CCC(=O)N1c1ccc(Cl)cc1C (stereo not drawn)	-13	1
67	COc1ccccc1-c1nnc(NC(=O)c2ccc(S(=O)(=O)N3CCCC(C)C3)cc2)o1 (stereo not drawn)	41	-30
68	COCCN=C1Nc2ccccc2CNC12CCN(C(=O)COc1ccc(F)c(F)c1)C2 (stereo not drawn)	19	-2
69	CCOCCCNC(=O)c1cn(C2CCCCC2)c(=O)c2c1c1ccccc1n2C	27	-3
70	COc1cccc(/C=C2\N=C(c3cccc([N+](=O)[O-])c3)OC2=O)c1	4	3
71	CC(=O)NS(=O)(=O)c1ccc(NC(=O)c2ccc(Br)o2)cc1	-5	-3
72	O=C(NCCc1ccccc1)N1CCC(Nc2cccnc2)C1 (stereo not drawn)	0	-3
73	Cn1c(SCc2ccccc2)nnc1-c1ccc(C(C)(C)C)cc1	.	2&4
74	Clc1ccccc1-c1nc(-c2ccc(-n3cccn3)nc2)no1	-14	-3
75	Fc1ccc(C2Cn3cnc(-c4nc(-c5cccs5)no4)c3CO2)cc1 (stereo not drawn)	4	-2

# Exported as labelled records: 3 of the compounds above.
65	Cc1ccnc(N2CCC(C(=O)NCc3ccc(Cl)cc3)CC2)n1
  mHTT-CaM PPI inh: -3	Pf apPOL inh: -14

66	COCCNC(=O)C1(C)CCC(=O)N1c1ccc(Cl)cc1C (stereo not drawn)
  mHTT-CaM PPI inh: -13	Pf apPOL inh: 1

67	COc1ccccc1-c1nnc(NC(=O)c2ccc(S(=O)(=O)N3CCCC(C)C3)cc2)o1 (stereo not drawn)
  mHTT-CaM PPI inh: 41	Pf apPOL inh: -30

# Taken from above.
# Reading of entry 21 in Pf apPOL inh: -8
# Reading of entry 41 in mHTT-CaM PPI inh: -13

# (cont.)
no.	SMILES	mHTT-CaM PPI inh	Pf apPOL inh
76	O=C(NCc1cccnc1)C1CCc2sc(C(=O)N3CCCC3)cc2C1 (stereo not drawn)	0	-2
77	O=C(NCC1CCN(Cc2cccs2)CC1)NC1CC1	-9	-3
78	O=[N+]([O-])c1ccc(S(=O)(=O)c2nc3ccccc3s2)c(Cl)c1	18&9	3&-8
79	C#CCN1CC(N(C)CCOC(=O)c2ccc(C(C)(C)C)cc2)CS1(=O)=O (stereo not drawn)	8	-7
80	Cc1cc(/C=C2\C(=O)NC(=O)N(c3ccccc3)C2=O)c(C)n1-c1ccc([N+](=O)[O-])cc1	-2	-7
81	CC(=NCCO)c1c(-c2ccccc2)[nH]n(-c2nc3ccccc3s2)c1=O	-4	6
82	COc1ccc(/C=C2/SC(N3CCCCC3)=NC2=O)cc1OC	5	-5
83	O=C(Nc1ccc(Br)cc1F)c1coc2ccccc12	-8	-2
84	COc1ccc(CCNC(=O)c2ccc(Cl)cc2)cc1OC	-10	4
85	COc1cc2c(c(OC)c1[N+](=O)[O-])C=CC1(O2)N(C)c2ccccc2C1(C)C (stereo not drawn)	32	3
86	COc1ccc(CC(=O)N2CCN=C2SCc2cccc([N+](=O)[O-])c2)cc1OC	14	-5
87	CCCCOc1ccc(/C=C2\N=C(c3cccc([N+](=O)[O-])c3)OC2=O)cc1	2	-2
88	CCCCCCCC1CCCC1=NOC(=O)c1cccs1 (stereo not drawn)	.	-6
89	N/C(=N\OC(=O)COc1ccc(Br)cc1)c1cccnc1	i	-43
90	O=C(NCCN1CCCCCC1)c1cc2n(n1)CCCN(Cc1ccccc1)C2=O	0	-5
91	Cn1nccc1C(=O)N1CCC(CCOc2ccccc2)CC1	6	2
92	C=CCNC(=O)CN(c1ccc(Oc2ccccc2)cc1)S(C)(=O)=O	-1	4
93	CNC(=S)Nc1ccccc1	.	7
94	CC(C)N1CCC2(CC1)N=C(c1cc(Cl)ccc1O)CC(c1ccccc1O)N2 (stereo not drawn)	32	5
95	N#Cc1c(NC(=O)c2cccnc2Cl)sc2c1CCCCC2	13	0
96	CC(=O)Nc1ccc(NS(=O)(=O)c2ccc(C)cc2)cc1[N+](=O)[O-]	.	-1
97	O=C(Cc1cccc(C(F)(F)F)c1)Nc1cccn2ncnc12	-2	2
98	N#CC1=C(N)N(c2c(F)cccc2F)C2=C(C(=O)CCC2)C1c1ccc2c(c1)OCO2 (stereo not drawn)	19	-4
99	COc1ccc(S(=O)(=O)Nc2ccccc2F)cc1	-8	-4
100	COc1ccc(CC(=O)NCC2(O)CCCC2)cc1	-4	-1
101	C=CCSc1nc2ccc(OC)cc2[nH]1	-6	2
102	O=C(O)c1ccccc1C(=O)c1ccc2c3c(cccc13)CC2	2	4
103	Cc1cccc(C(=O)Nc2ccc(Br)cc2C)c1	-2	0
104	C=C(C)COc1ccc2oc(-c3ccc(OC)cc3)c(C(=O)O)c2c1	-1	-9
105	CCSc1nnc(NC(=O)CSc2nc3c(c(=O)n2C)SC(C)C3)s1 (stereo not drawn)	2&2	-1&-5

# Part of the list above, with each value named.
69: CCOCCCNC(=O)c1cn(C2CCCCC2)c(=O)c2c1c1ccccc1n2C
  mHTT-CaM PPI inh: 27 | Pf apPOL inh: -3
70: COc1cccc(/C=C2\N=C(c3cccc([N+](=O)[O-])c3)OC2=O)c1
  mHTT-CaM PPI inh: 4 | Pf apPOL inh: 3
71: CC(=O)NS(=O)(=O)c1ccc(NC(=O)c2ccc(Br)o2)cc1
  mHTT-CaM PPI inh: -5 | Pf apPOL inh: -3
72: O=C(NCCc1ccccc1)N1CCC(Nc2cccnc2)C1 (stereo not drawn)
  mHTT-CaM PPI inh: 0 | Pf apPOL inh: -3

# New compounds follow:
no.	SMILES	mHTT-CaM PPI inh	Pf apPOL inh
106	COCC(=O)N1CCCc2ccc(NC(=O)C3(c4cccs4)CCCC3)cc21	-10	-5
107	CCC(=O)NCc1csc(C2CCN(C(=O)Cc3ccc(F)cc3)CC2)n1	-7	-2
108	CN(Cc1ccco1)C(=O)c1noc2c1CCCCC2	2	2
109	COc1ccc(-c2noc(C3CCN(CC(=O)Nc4cc(F)cc(F)c4)CC3)n2)cc1	-4	-4
110	Cc1ccn2cc(C(=O)N3CCC(N4CCCCC4)CC3)nc2c1	1	-1
111	CC(C)NC(=O)C1CCCN1C(=O)c1ccccc1 (stereo not drawn)	-4	0
112	CCOc1ccc(C=NC2=C(C#N)C3CCCCC3S2)cc1OC (stereo not drawn)	5	-9
113	CC(NC(=O)c1ccc(F)cc1)c1nc2ccccc2[nH]1 (stereo not drawn)	0	3
114	COc1ccc(-n2nc3c(c2NC(=O)Cc2ccc(F)cc2)CS(=O)C3)cc1 (stereo not drawn)	5	-4
115	CC(=O)C1=C(C)NC(SCC(=O)c2cccc(Br)c2)=C(C#N)C1c1ccccc1 (stereo not drawn)	-19	-1
116	Cc1c(O)ccc2c(=O)c(Oc3ccc(F)cc3)coc12	0	-7
117	COc1cc(/C=C2/C(=O)N(c3cccc(C(=O)O)c3)N=C2C)cc([N+](=O)[O-])c1O	20	-4
118	Cc1ccc(CNc2oc(-c3ccc([N+](=O)[O-])cc3)nc2C#N)cc1	1	9
119	NC(=O)CS(=O)(=O)c1ccc(Cl)cc1	-4	-6
120	O=[N+]([O-])c1ccc(Oc2ccc(/C=N/O)cc2)c([N+](=O)[O-])c1	i	-9
121	CCCCN1CCN(C(=O)c2cc3c(s2)CCN(C(=O)c2ccc(Cl)cc2)C3)CC1	19	0
122	O=C(c1cc2ccccc2o1)N1CCN=C1SCc1ccccc1	-6	-1
123	O=C(CSc1nnc(-c2ccccc2)o1)NN1CC(=O)N(c2cccc(Cl)c2)CC1=O	.	-7
124	COc1ccccc1C1CC(c2cccc(F)c2)=NN1C(=O)CN1CCN(C)CC1 (stereo not drawn)	99*	0
125	O=C(c1ccc(F)cc1)N1CCN(c2ccc(Cl)cc2[N+](=O)[O-])CC1	27	-8
